# CHOP UPR activ – activators of apoptotic arm of unfolded protein response (CHOP); CHO-CHOP luciferase reporter, UPR activation, luminescence; percent of tunicamycin response over DMSO baseline; AID 449763; actives 0.34% (n = 330,000); activation, % at 10 µM;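 active means at 10 µM dose, activation of 40% or more, normalized to positive control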;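 further: 100% = tunicamycin at 10 µg/mL and 0% = DMSO alone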
#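 Test system: CHO CHOP reporter cells. Input: 500 CHO-CHOP cells per well. Medium: F12 with 10% FBS. Technique: luciferase luminescence. Measure: percent activation relative to tunicamycin control. Dosing: 10 µM compound, 0.5% DMSO. Timing: 16-18 h cell attachment, then 6 h compound exposure, 37 °C.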
# tim10-1 inh – tim10-1 yeast growth inhibition. S. cerevisiae tim10-1 ts strain growth, BacTiter-Glo, 24 h. actives 2.2% (n = 330,000). inhibition, % at 20 µM;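 active means inhibition of at least 40%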;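 further: mutant grown at 25 °C; 0% = DMSO wells with yeast and 100% = wells holding no yeast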
# UPR XBP1 act – adaptive UPR (XBP1) activation; CHO-XBP1 luciferase reporter, IRE1-XBP1 UPR activation, luminescence; percent of tunicamycin response, DMSO as zero; activation, % at 20 µM; actives 0.33% (n = 330,000);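 active means versus positive control, 20 µM dose yields 30% or more activation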;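 further: 100% = tunicamycin at 10 µg/mL and 0% = DMSO only wells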
#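 Material – CHO cell line with stable XBP1 luciferase reporter · Buffer or medium – F12 plus 10% FBS · Compound – single point, 20 µM final compound, 1% DMSO · Schedule – 16-18 h cell attachment at 37 °C, then 6 h compound exposure · Signal – Steady-Glo luminescence read · Benchmarks – high control tunicamycin 10 µg/mL final, low control DMSO vehicle only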
# TIM10 inh – growth inhibitors of TIM10 yeast strain; S. cerevisiae TIM10 strain growth, BacTiter-Glo luminescence, 24 h; inhibition, % at 10 µM; actives 1.4% (n = 330,000); AID 463195;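 active means inhibition of 40% or more at the single tested concentration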;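 further: wild-type TIM10 isogenic control strain grown at permissive 25 °C; 0% = DMSO yeast wells and 100% = minimal medium wells without yeast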
# tim23-1 inh – growth inhibitors of tim23-1 mutant yeast | S. cerevisiae tim23-1 growth, BacTiter-Glo luminescence, 24 h | inhibition, % at 20 µM | actives 1.3% (n = 330,000) | AID 463212;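 active means growth inhibition of the mutant yeast at or above 50%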;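 further: temperature-sensitive mutant grown at 25 °C; plate controls were DMSO-treated mutant yeast for no effect and medium wells lacking yeast for full effect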
# APJ ag – APJ receptor agonism; CHO-K1 APJ PathHunter beta-arrestin, luminescence; 0% DMSO wells, 100% apelin; activation, % at 20 µM; actives 0.11% (n = 330,000);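 active means activation more than six SD over the plate average, tested at 20 µM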;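 further: 0% = DMSO alone and 100% = apelin-13 at 10 nM; some results filed as inactive read as strong as hits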
#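 system = engineered CHO-K1 APJ arrestin reporter cells | input = 1000 cells per well | timing = overnight seeding, 90 min compound at 25 °C, 1 h detection | measured by = enzyme-fragment complementation luminescence | read-out = beta-arrestin recruitment to APJ as agonist activity, luminescent signal | control set = negative DMSO alone, positive Apelin-13 at 10 nM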
# CXCR6 block – blocks human CXCR6 beta-arrestin recruitment; actives 0.36% (n = 360,000); O00574; AID 602244; inhibition, % at 20 µM; CHO-K1 PathHunter CXCR6 beta-arrestin, luminescence; in the data active means inhibition above about 34%, passing the limit was not always enough;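 further: antagonist mode with CXCL16 agonist at 10 nM final; 0% = 10 nM CXCL16 with DMSO and 100% = unstimulated wells without agonist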
# APJ antagonist – blocks the human apelin receptor APJ; P35414; CHO-K1 APJ beta-arrestin complementation, luminescence; inhibition, % at 20 µM; actives 0.32% (n = 330,000); AID 2521;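 active means inhibition above about 40% at 20 µM, limit read from the data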;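 further: cells challenged with 10 nM apelin-13 agonist together with compound; plate controls were apelin-13 plus DMSO wells for no effect and DMSO wells lacking apelin-13 for full effect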
# Mdm2-MdmX inh – inhibitors of human Mdm2/MdmX interaction. O15151+Q00987. SaOS-2 split-luciferase Mdm2/MdmX complementation, luminescence. inhibition, % at 8 µM. AID 485346. actives 3% (n = 330,000);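 active means inhibition of at least 50% at 8 µM in the primary screen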
# Target sequence (O15151 whole entry, looked up): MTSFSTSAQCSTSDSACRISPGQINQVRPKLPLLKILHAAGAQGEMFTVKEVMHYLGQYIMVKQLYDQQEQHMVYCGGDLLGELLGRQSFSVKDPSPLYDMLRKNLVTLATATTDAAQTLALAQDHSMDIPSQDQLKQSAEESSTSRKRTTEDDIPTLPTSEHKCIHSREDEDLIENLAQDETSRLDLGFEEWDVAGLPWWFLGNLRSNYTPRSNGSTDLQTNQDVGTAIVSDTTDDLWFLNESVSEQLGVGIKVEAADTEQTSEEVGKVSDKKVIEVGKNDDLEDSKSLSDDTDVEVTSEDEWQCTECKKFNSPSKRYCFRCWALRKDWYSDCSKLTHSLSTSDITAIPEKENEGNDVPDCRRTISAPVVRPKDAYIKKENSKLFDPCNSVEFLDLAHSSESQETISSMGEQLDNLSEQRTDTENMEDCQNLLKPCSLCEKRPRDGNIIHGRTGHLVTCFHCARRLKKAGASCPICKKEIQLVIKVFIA
# Target sequence (Q00987 whole entry, looked up): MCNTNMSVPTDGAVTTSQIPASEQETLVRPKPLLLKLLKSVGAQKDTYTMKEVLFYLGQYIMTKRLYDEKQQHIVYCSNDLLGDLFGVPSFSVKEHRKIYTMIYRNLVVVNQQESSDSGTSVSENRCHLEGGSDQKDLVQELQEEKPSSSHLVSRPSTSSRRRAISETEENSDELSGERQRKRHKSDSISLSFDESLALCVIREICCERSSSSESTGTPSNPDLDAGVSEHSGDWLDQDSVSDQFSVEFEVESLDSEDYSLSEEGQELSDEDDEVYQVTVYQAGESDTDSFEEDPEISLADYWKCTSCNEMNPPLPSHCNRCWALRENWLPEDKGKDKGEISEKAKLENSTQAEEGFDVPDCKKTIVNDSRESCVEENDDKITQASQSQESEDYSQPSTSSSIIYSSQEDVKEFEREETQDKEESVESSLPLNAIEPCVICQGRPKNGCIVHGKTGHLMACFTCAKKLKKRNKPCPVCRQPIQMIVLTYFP
# An asterisk follows results filed as active. The list is partial. The share of hits here may be higher or lower than overall.
SMILES,CHOP UPR activ,tim10-1 inh,UPR XBP1 act,TIM10 inh,tim23-1 inh,APJ ag,CXCR6 block,APJ antagonist,Mdm2-MdmX inh
COc1ccc(C(CC(=O)Nc2ccc(C)cn2)N2Cc3ccccc3C2=O)cc1 (stereo not drawn),1.3,17,-5,17,17,2,1,9,7
COC(=O)CN1C(=O)[C@H]2[C@@H](c3ccc(C)o3)N3C(=O)CN(CCO)C(=O)[C@@]3(C)[C@H]2C1=O,-1.1,-7,-4,-14,-3,0,7,13,2
NC(=O)c1cc([N+](=O)[O-])ccc1NCc1cccc(N)c1,-0.5,-14,3,4,-6,-3,3,-44,-3
O=C(CCn1nc(-c2ccc(Cl)cc2)c2ccccc2c1=O)NCCN1CCOCC1,0.3,11,1,22,10,-2,8,-12,-1
O=C(CN1C(=O)c2ccccc2S1(=O)=O)NCc1ccc(F)cc1,0.5,-24,-3,-13,-3,-9,2,-32,-1
CC1(C)COCN1C(=O)c1ccc(C#N)cc1,-1.5,-6,-4,6,4,-1,5,-11,10
CN1CCN(c2cc(C(F)(F)F)nc(-c3ccccn3)n2)CC1,-1.8,-45,1,-25,-41,0,6,-15,9
Cc1ccc(O)c(-c2cc(C(=O)Nc3ccc(S(=O)(=O)Nc4nccc(C)n4)cc3)[nH]n2)c1,1.1,-14,-2,-47,-22,-1,3,8,7
CCOC(=O)c1oc2ccccc2c1CSc1nnnn1-c1ccccc1,-1.2,21,-2,5,8,2,7,6,14
CCCCC(=O)Nc1cccc(NC(=O)c2cccc([N+](=O)[O-])c2)c1,-0.1,-2,-1,5,3,0,4,7,-14
CN(/N=C/c1cccs1)c1cc(=O)n(C)c(=O)[nH]1,-2.0,-6,0,-5,1,-4,1,-3,12
O=C(NCC1CCCO1)C1CCC(CNS(=O)(=O)c2ccccc2)CC1 (stereo not drawn),-1.5,5,9,-7,11,-2,-1,-21,16
CCOc1ccc(Nc2nnc(Cc3ccc(OC)cc3)c(=O)[nH]2)cc1,2.0,5,-2,2,-5,-1,14,14,12
CCOC(=O)C1=C(C)NC(C)=C(C(=O)OCC)C1C(=O)OCC(=O)NC,0.9,-5,1,-1,1,-1,-4,-12,1
COc1ccc(CCNC(=O)CSCc2ccc([N+](=O)[O-])cc2)cc1,-0.5,24,1,16,29,-1,-5,2,0
CCCCCN(C(=O)CCC(=O)OCc1ccccc1F)c1c(N)n(CCCC)c(=O)[nH]c1=O,-0.1,-8,0,16,0,14,0,-36,7
O=C(NC1CCCCCC1)c1ccc[nH]c1=S,0.5,44*,1,16,7,-3,4,17,-5
CC1CCc2nc3ccccc3c(C(=O)OCC(=O)N3CCc4ccccc43)c2C1 (stereo not drawn),-0.2,8,2,15,3,1,5,3,-1
S=c1[nH]nc(COc2ccc(Cl)cc2)n1Cc1ccccc1,-1.0,14,-2,26,3,-3,0,3,2
COc1ccccc1-c1nn(Cc2ccccc2)cc1/C=C/C(=O)O,-1.6,1,-2,1,16,-1,-1,-8,32
Cn1c(C(=O)NCCN2CCc3ccccc3C2)cc2c(=O)n(C)c3ccccc3c21,-2.5,14,0,10,0,-2,2,1,8
NC(=O)SCC(=O)Nc1cccc(Cl)c1,-1.3,-10,-5,-17,8,-1,6,7,-1
Cc1[nH]n(-c2ccccc2)c(=O)c1C=NCc1ccncc1,-0.3,-8,1,-19,15,-1,6,-27,12
CCOC(=O)c1[nH]c2ccc(OC)cc2c1NC(=O)CCN1CCc2ccccc2C1,2.5,17,-3,5,24,-2,1,-8,-9
C[C@H](OC(=O)n1ccnc1)[C@@H]1O[C@@]2(C)CCC[C@@H]1O2,3.4,-12,-1,-4,-12,-2,-5,2,14

# (cont.)
SMILES,CHOP UPR activ,tim10-1 inh,UPR XBP1 act,TIM10 inh,tim23-1 inh,APJ ag,CXCR6 block,APJ antagonist,Mdm2-MdmX inh
CC(NCc1ccccc1O)c1ccccc1 (stereo not drawn),-1.5,3,-2,6,6,-4,6,6,-3
Cn1c(CNC(=O)c2ccc3c(c2)OCO3)nnc1SCC(=O)Nc1ccccc1F,-0.6,0,2,-5,4,0,-4,15,19
N#CCC(=O)Nc1ccc(C(=O)N2CCN(S(=O)(=O)c3ccc4ccccc4c3)CC2)cc1,1.2,6,-2,15,8,-4,-4,11,28
O=C(CCN1CCCCC1)N/N=C/c1c[nH]c2ccccc12,1.8,8,3,5,7,-2,-5,12,7
CCOC(=O)Cn1nc(NC(=O)c2cc(OC)cc(OC)c2)cc1C,-1.7,13,-6,13,6,-1,-3,-5,-8
CCC(=O)Nc1cccc(NC(=S)NC(=O)c2ccccc2Cl)c1,3.8,7,6,-13,13,-2,8,12,-33
N#C/C(=C\c1ccccc1C(F)(F)F)C(=O)Nc1ccccc1,-0.2,57*,2,73*,52*,0,18,-23,-12
COc1ccc(S(=O)(=O)N2CCCC(C(=O)NC3CCCCC3)C2)cc1 (stereo not drawn),-0.7,5,-2,18,-3,1,-11,9,9
COc1ccc(CCNC(=O)CCNC(=O)c2ccco2)cc1OC,-0.4,2,-5,-3,-2,-7,-4,3,18
Cc1ccc(C)c(N2N=C(C(=O)Nc3cccc(S(=O)(=O)N4CCCCC4)c3)CCC2=O)c1,-0.7,7,-3,12,7,-2,1,-6,6
CC(=O)NC(CCS(C)(=O)=O)C(=O)Nc1cc(C)ccc1C (stereo not drawn),-0.4,9,-2,5,10,-1,2,-8,-4
Fc1ccccc1-c1nc2ncccc2o1,1.9,2,2,10,8,-3,6,-14,24
COc1ccc(CNC(=O)C2CCN(C(=O)c3ccco3)CC2)cc1,3.4,-4,-3,7,-2,-1,-7,1,-21
CCCCS(=O)(=O)N1CCCC(C(=O)Nc2ccc3c(c2)CCC3)C1 (stereo not drawn),2.9,0,-3,6,-2,-1,-2,11,34
COC(=O)N/N=C(\C)c1cccc(C(F)(F)F)c1,2.0,-6,-2,15,-6,-2,-21,-11,-14
COc1ccc(O)c(CN2CCC(n3nccc3NC(=O)c3ccccc3Cl)CC2)c1,0.2,-12,-5,-1,2,5,-10,-14,17
COc1ccc(C(=O)Cn2nnc(-c3ccccc3F)n2)cc1,3.4,6,0,5,38,2,4,-6,15
CCN(CC)CCN(C(=O)C1=COCCO1)c1nc2cc3c(cc2s1)OCO3,-0.8,-6,3,-22,1,-6,14,-2,21
Cc1ccc(S(=O)(=O)Nc2cccc(N(C)S(C)(=O)=O)c2)cc1[N+](=O)[O-],0.2,5,1,4,-4,-3,4,-8,10
O=C(CCN1CCOCC1)NNC(=O)Nc1cccc(Cl)c1,1.0,-18,-6,3,1,1,0,25,16
NC(=O)C1=C[C@@H](c2csc3ccccc23)C[C@@H](OCc2ccc(CO)cc2)O1,1.5,16,0,5,12,3,-9,-2,18
CC(C)(C)c1ccc(C(=O)N/C(=C\c2ccco2)C(=O)Nc2ccccc2C(=O)O)cc1,1.8,14,-6,-1,20,0,-2,-1,14
CC(C)n1ncc2c(C(=O)O)cc(C3CC3)nc21,0.4,8,-4,9,3,-2,-2,-17,21
O=C(N/N=C/c1cccc([N+](=O)[O-])c1)C1CC(=O)N(c2ccc(Cl)cc2)C1 (stereo not drawn),-0.2,33,-3,8,28,-2,2,-10,-13
Cc1c(Cc2ccccc2)c(=O)oc2cc(OCC(=O)N[C@@H](Cc3ccccc3)C(=O)O)ccc12,-0.6,-10,-1,1,-3,0,2,-37,3

# Among those listed so far, two contain a thiophene ring, fused or not:
SMILES,CHOP UPR activ,tim10-1 inh,UPR XBP1 act,TIM10 inh,tim23-1 inh,APJ ag,CXCR6 block,APJ antagonist,Mdm2-MdmX inh
CN(/N=C/c1cccs1)c1cc(=O)n(C)c(=O)[nH]1,-2.0,-6,0,-5,1,-4,1,-3,12
NC(=O)C1=C[C@@H](c2csc3ccccc23)C[C@@H](OCc2ccc(CO)cc2)O1,1.5,16,0,5,12,3,-9,-2,18

# As entered above.
# tim23-1 inh with COC(=O)CN1C(=O)[C@H]2[C@@H](c3ccc(C)o3)N3C(=O)CN(CCO)C(=O)[C@@]3(C)[C@H]2C1=O reads -3
# tim23-1 inh with Cn1c(C(=O)NCCN2CCc3ccccc3C2)cc2c(=O)n(C)c3ccccc3c21 reads 0
# Mdm2-MdmX inh with CN(/N=C/c1cccs1)c1cc(=O)n(C)c(=O)[nH]1 reads 12
# TIM10 inh with CC1(C)COCN1C(=O)c1ccc(C#N)cc1 reads 6

# (continued)
SMILES,CHOP UPR activ,tim10-1 inh,UPR XBP1 act,TIM10 inh,tim23-1 inh,APJ ag,CXCR6 block,APJ antagonist,Mdm2-MdmX inh
CC(C)Nc1nc(Cl)nc(N(C#N)CN2C(=O)c3ccccc3C2=O)n1,7.8,22,2,24,23,-2,20,0,46
Nc1ccccc1-c1nnc(-c2ccc(-c3ccccc3)cc2)o1,4.2,47*,-2,31,22,0,7,-5,-141
Cc1ccc(C2c3[nH]c4ccccc4c3C[C@H]3C(=O)N(c4ccccc4C(=O)NCCCN4CCOCC4)C(=O)N23)cc1 (stereo partly drawn),0.6,-2,-3,5,10,0,10,1,-9
O=C(OCc1c(Cl)cccc1Cl)c1cnccn1,-0.4,27,1,17,11,0,6,21,18
O=C1CCN(S(=O)(=O)c2ccc(Cl)cc2)N1,-0.6,-2,2,11,16,-11,8,20,-13
COc1cccc(-c2nc(N3CCCCC3)c3ccccc3n2)c1O,-1.9,-7,5,-11,37,-5,-1,-11,26
c1ccc(-c2nccc3ccccc23)cc1,0.3,-10,4,-12,21,5,1,-4,5
COC(=O)N/N=C(\C)c1ccc(Br)cc1,0.7,1,8,-9,-1,-1,-4,-17,-12
COc1cccc(CN2CCNC(=O)C2CC(=O)NC2CCOCC2)c1OC (stereo not drawn),-2.6,-12,-6,-4,3,6,4,12,12
CC1CCN(C(=O)N[C@@H](Cc2ccccc2)C(=O)O)CC1,0.1,-8,-2,0,-7,-5,6,24,2
CC1CCCC(NC(=O)c2cccc(N3CCCC3=O)c2)C1C (stereo not drawn),3.2,14,1,13,12,-2,-14,-7,5
O=C(CN1CCN(c2ccccn2)CC1)Nc1ccccc1Br,-1.4,9,-6,6,29,-4,-7,10,5
COc1ccc(N2Cc3ccc(OC)c(OC)c3C2=O)cc1,7.7,7,1,-3,15,-2,1,-14,-38
Cc1ccc(NC(=S)Nc2c(C)n(C)n(-c3ccccc3)c2=O)cc1Cl,3.3,7,-2,1,3,-3,0,-12,-11
COC(=O)N/N=C/c1cc(Cl)cc(Cl)c1OCc1ccccc1,3.1,11,-2,7,0,0,-8,8,-38
O=C(CSc1nc2c(sc3ccccc32)c(=O)n1CCCN1CCCC1)NCC1CCCO1 (stereo not drawn),-2.6,23,3,20,16,-2,14,-5,6
Cc1cccnc1NC(=S)NC(=O)c1oc2ccccc2c1C,9.6,25,4,8,7,-3,4,23,-73
Cc1cc(NC(=O)CSc2nnc(C(C)N(C)C)n2-c2ccc(F)cc2)no1 (stereo not drawn),1.8,4,-1,-10,4,-1,-2,9,10
COC(=O)NNC(=O)c1ccc(C)cc1,-1.1,10,-3,-1,11,-2,-8,-21,-5
CCN(CC(=O)Nc1c(F)cccc1F)C(=O)/C=C/c1c(C)nn(-c2ccc(F)cc2)c1C,-0.8,-11,-4,3,4,-2,9,13,18

# Bioassay records: PubChem, Sanford-Burnham Center for Chemical Genomics
